# Vif-APOBEC3F blk – qHTS for Inhibitors of Vif-A3F Interactions: qHTS | Potency, µM (top dose mostly 46.1 µM), for inactives: at the highest dose activity, negative = active | hit rate 0.2% among 390,000 | HeLa A3F-eYFP + Vif (tagged APOBEC3F with the HIV-1 protein that degrades it), YFP fluorescence increase | AID 602313, 2012; also: % of control where 0% means no effect; nearly all actives have a fitted effect of over 65% in size
#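 Fluorescence increase (Ex 488/Em 500-530) after overnight compound treatment at 37 deg C flags inhibition of Vif-driven A3F-eYFP loss in stable HeLa A3F-eYFP/Vif cells seeded overnight beforehand.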
# Vif-APOBEC3G blk – qHTS for Inhibitors of Vif-A3G Interactions: qHTS; DNA dC->dU-editing enzyme APOBEC-3G (Homo sapiens), Q9HC16; HeLa A3G-eYFP + Vif (tagged APOBEC3G with the HIV-1 protein that degrades it), YFP fluorescence, overnight; Potency, µM (series often up to 46.1 µM), inactives show at the top dose activity, negative = active, most hits filed as inhibitors; hit rate 0.076% among 410,000;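 also: % is scaled to controls: 0 for no effect and ±100 for the full control effect; nearly all actives have a fitted effect of over 60% in size; hits raise eYFP signal because A3G escapes Vif-driven loss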
#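 Read-out is eYFP fluorescence (Ex 488/Em 500-530) from Vif-expressing HeLa A3G-eYFP cells; more signal means A3G escaped Vif-mediated degradation. Cells plated overnight, compound pinned in, incubated overnight at 37 deg C.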
# RXFP1 agonist – qHTS Assay for Agonists of the Relaxin Receptor RXFP1; Relaxin receptor 1 (Homo sapiens), Q9HBX9; HEK293T-RXFP1 cAMP TR-FRET, 30 min; response scale: percent of porcine relaxin response, buffer zero; Potency, µM (highest dose often 57.5 µM), for the others: at the top dose activation, most hits filed as activators; hit rate 0.3% among 370,000; AID 2676, 2010; also: % is scaled to controls: 0 for no effect and ±100 for the full control effect; nearly all actives have a fitted effect of over 60% in size; many of its hits are not listed in these tables
# Target sequence (Q9HBX9 whole entry, looked up): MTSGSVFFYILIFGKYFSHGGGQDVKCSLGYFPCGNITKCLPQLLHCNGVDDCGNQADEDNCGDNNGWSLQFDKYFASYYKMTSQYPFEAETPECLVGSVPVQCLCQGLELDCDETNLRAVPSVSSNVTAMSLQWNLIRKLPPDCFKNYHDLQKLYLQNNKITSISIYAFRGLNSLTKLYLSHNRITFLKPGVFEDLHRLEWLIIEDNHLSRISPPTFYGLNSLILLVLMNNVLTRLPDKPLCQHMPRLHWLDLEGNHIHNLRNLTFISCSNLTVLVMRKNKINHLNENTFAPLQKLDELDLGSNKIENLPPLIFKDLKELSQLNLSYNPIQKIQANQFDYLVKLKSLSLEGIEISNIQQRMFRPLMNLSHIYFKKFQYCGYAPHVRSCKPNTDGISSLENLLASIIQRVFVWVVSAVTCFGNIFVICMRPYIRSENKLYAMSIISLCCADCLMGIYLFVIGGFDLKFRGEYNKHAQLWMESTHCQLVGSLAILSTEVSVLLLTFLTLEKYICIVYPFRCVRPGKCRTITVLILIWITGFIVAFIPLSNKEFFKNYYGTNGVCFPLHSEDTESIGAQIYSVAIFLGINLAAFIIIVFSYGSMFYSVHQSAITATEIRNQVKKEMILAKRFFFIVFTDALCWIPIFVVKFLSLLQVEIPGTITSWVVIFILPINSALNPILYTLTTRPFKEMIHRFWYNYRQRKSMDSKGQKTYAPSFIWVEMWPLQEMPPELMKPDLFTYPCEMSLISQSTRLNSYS
#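 HEK293 cells stably expressing RXFP1, treated 30 min at 37C with compounds plus PDE4 inhibitor Ro 20174; cAMP measured by HTRF TR-FRET. Normalized to buffer and 29 nM porcine relaxin; EC50 by Hill fit.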
# rTrxR1 inhibitor – qHTS Assay for Inhibitors of Mammalian Selenoprotein Thioredoxin Reductase 1 (TrxR1): qHTS; recombinant rTrxR1, NADPH fluorescence consumption, selenite substrate; Potency, µM (titrated, usually from 114 µM), for the others: top-dose activity change, negative = inhibition, actives largely listed as inhibitors; hit rate 1% among 390,000; AID 588453, 2011; also: % is scaled to controls: 0 for no effect and ±100 for the full control effect; nearly all actives have a fitted effect of over 65% in size
#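 Rat TrxR1 (90 nM in the dispensed reagent) was pre-reduced with 400 uM NADPH for 5 min at room temperature, then incubated with compound for 15 min. After 400 uM selenite was added, NADPH fluorescence (Ex 340/Em 450 nm) was followed for 8 min.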
# 12-LOX inh – Primary qHTS assay for inhibitors of human arachidonate 12S-lipoxygenase (ALOX12): Round 2; hit rate 1.1% among 580,000; purified 12hLO, xylenol orange hydroperoxide absorbance; AID 1671190, 2021; Potency, µM (highest dose often 108 µM), without a hit: at the top dose activity change, negative = inhibition, actives largely listed as inhibitors; Polyunsaturated fatty acid lipoxygenase ALOX12 (Homo sapiens), P18054; also: % is scaled to controls: 0 for no effect and ±100 for the full control effect
#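 Purified human 12hLO at 150 nM in 25 mM Hepes, 0.01% Triton X-100, pH 7.0, preincubated 15 min at room temperature with compound. Reaction started with 40 uM arachidonic acid, 30 min at room temperature. Hydroperoxide measured by Fe-xylenol orange, 573/405 nm absorbance ratio.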
# mIDH1 inhibitor – qHTS for Inhibitors of mutant isocitrate dehydrogenase 1 (IDH1): qHTS; hit rate 0.093% among 390,000; IDH1-R132H enzyme, NADPH consumption, diaphorase/resazurin fluorescence; Isocitrate dehydrogenase [NADP] cytoplasmic (Homo sapiens), O75874; Potency, µM (series often up to 76.6 µM), for inactives: at the top dose activity change, negative = inhibition, actives largely listed as inhibitors; also: % is scaled to controls: 0 for no effect and ±100 for the full control effect; nearly all actives have a fitted effect of over 65% in size
#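 IDH1-R132H (0.5 ug/mL dispensed) in pH 7.5 Tris buffer was preincubated 30 min with compound, then given a substrate mix of 0.016 mM NADPH and 2 mM alpha-KG for 80 min at room temperature; remaining NADPH was read by diaphorase/resazurin fluorescence.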
# RGS4 inhibitor – Inhibitors of Regulator of G Protein Signaling (RGS) 4: qHTS; Regulator of G-protein signaling 4 (Homo sapiens), P49798; Transcreener GDP fluorescence polarization, RGS4-accelerated GTP hydrolysis; Potency, µM (series often up to 114 µM), inactives show at the highest dose activity change, negative = inhibition, hits mostly inhibitors; hit rate 0.039% among 390,000; also: % is scaled to controls: 0 for no effect and ±100 for the full control effect; nearly all actives have a fitted effect of over 75% in size; some results filed as inactive show a strong effect at the top dose
# Target sequence (P49798 whole entry, looked up): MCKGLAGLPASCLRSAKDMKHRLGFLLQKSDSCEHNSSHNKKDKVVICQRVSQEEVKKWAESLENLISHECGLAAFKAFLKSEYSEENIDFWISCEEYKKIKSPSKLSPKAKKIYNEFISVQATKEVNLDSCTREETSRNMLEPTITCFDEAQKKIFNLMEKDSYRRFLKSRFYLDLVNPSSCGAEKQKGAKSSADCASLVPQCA
#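 MLSMR compounds (23 nl, pin-transferred) preincubated 10 min at room temperature with a 500nM (2x) first reagent, then RGS4 at 900nM (2x) plus Transcreener GDP mix added; fluorescence polarization (620/688 nm) read before and after 90 min at 30 °C.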
# USP1 inh – Inhibitors of USP1/UAF1: Primary Screen; hit rate 0.23% among 390,000; Potency, µM (top dose mostly 57.1 µM), inactives show at the top dose activity change, negative = inhibition, hits mostly inhibitors; recombinant USP1/UAF1, Ub-Rhodamine cleavage fluorescence; Ubiquitin carboxyl-terminal hydrolase 1 (Homo sapiens), O94782; also: % is scaled to controls: 0 for no effect and ±100 for the full control effect; nearly all actives have a fitted effect of over 60% in size; inactives centre near -12
#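 In this screen, compounds sit with the deubiquitinase complex (1nM) for 15 min at room temperature before Ub-Rho is added at 150nM final. Fluorescence rise is then followed for 6 reads every 60 seconds.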
# TrxR1 substrate – qHTS Assay for Substrates of Mammalian Selenoprotein Thioredoxin Reductase 1 (TrxR1): qHTS | Thioredoxin reductase 1, cytoplasmic (Rattus norvegicus), O89049 | purified TrxR1 substrate turnover, NADPH consumption readout | Potency, µM (highest dose often 114 µM), inactives show at the highest dose activity change, negative = substrate turnover | hit rate 0.01% among 390,000; also: % is scaled to controls: 0 for no effect and ±100 for the full control effect; nearly all actives have a fitted effect of over 50% in size
#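 Rat TrxR1, dispensed at 90 nM, was prereduced with 400 uM NADPH (final) for 5 min at ~22 deg C, then incubated with compound 15 min before 400 uM selenite. A first-read NADPH fluorescence drop versus no-compound background flagged substrates.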
# * = called active by the depositor; ? = inconclusive; . = not tested or not shown; & = joins results of further samples; [ ] = remark or other dose. Calls follow the shape of the dose curve; as a rule, active = well fitted curve in the direction sought with a large enough effect; inconclusive = small, poorly fitted or top-dose-only effect, or another doubt; inactive = no such curve, though single readings can be large; an effect the other way counts as inactive or inconclusive. Potency is read from the fitted curve at half-maximal effect.
SMILES,Vif-APOBEC3F blk,Vif-APOBEC3G blk,RXFP1 agonist,rTrxR1 inhibitor,12-LOX inh,mIDH1 inhibitor,RGS4 inhibitor,USP1 inh,TrxR1 substrate
O=C(O)CCCC(=O)NNc1ncnc2ccccc12,1%,0%,1.4%,-16%,-8%,3%,12%,-4%,-14%
Cc1ccccc1C(=O)N1CCC(C(=O)Nc2ccc(F)cc2)CC1,0%,3%,0.4%,7%[57.1 µM],-1%,-4%,-11%,-11%,19%[57.1 µM]
CCOC(=O)c1cccc(NC(=O)CNC(=O)C2CCCCC2)c1,-2%,1%,0.0%,-6%[57.1 µM],6%[57.4 µM],0%,15%,1%,-1%[57.1 µM]
O=C(O)C1CCCCC1C(=O)NCc1cn2ccccc2n1 (stereo not given),0%,-3%,1.7%,7%[57.1 µM],3%,-3%,8%,-17%,26%[57.1 µM]
COC(=O)c1sccc1S(=O)(=O)N(CC(=O)NCc1ccccc1)c1ccc(C)cc1,1%,3%,1.6%,15%[57.1 µM],-36%,-5%,-24%,-22%,4%[57.1 µM]
COc1ccc(C)cc1NC(=O)C(Sc1nnc(-c2ccncc2)n1-c1ccc(Cl)cc1)c1ccccc1 (stereo not given),-22%,-3%,-1.0%,25%[57.1 µM],-5%,-19%,16%,-16%,7%[57.1 µM]
CC(=O)OC(C(=O)NCc1ccco1)c1ccncc1 (stereo not given),0%,2%,1.6%,?,0%,8%,-27%,-11%,5%
Oc1ccc(N2CCN(C(c3cccs3)c3nnnn3CCc3ccccc3)CC2)cc1 (stereo not given),8%,5%,0.3%,2%[57.1 µM],?,-1%,-27%,-9%,-4%[57.1 µM]
O=C(NC1CCN(Cc2ccccc2)CC1)c1cc(S(=O)(=O)N2CCOCC2)ccc1Cl,3%,1%,.,23%,362%[activator],1%,16%,-4%,1%
COc1ccc(-c2c(-c3ccccc3OC)oc3ccccc23)cc1F,-11%,-17%,3.9%,39%[activator][57.1 µM],-8%,-8%,-8%,-33%,32%[activator][57.1 µM]
CN=C(Nc1ccc2c(c1)OCO2)SC1CC(=O)N(c2ccccc2)C1=O (stereo not given),-6%,-2%,-0.1%,1%[57.1 µM],-10%,7%,12%,-10%,1%[57.1 µM]
O=C(O)c1ccc(Cn2cnc3c(=S)nc[nH]c32)cc1,5%,1%,.,?,?,-2%,-42%,0%,-9%
COC(=O)c1ccc(COc2ncnc3ccccc23)o1,9%,-3%,16µM*,-4%,21%,10%,-18%,-17%,5%
COc1cc2c(c(O)c1OC)C(=O)C(OC)CCC2 (stereo not given),-5%,0%,0.4%,20%[57.1 µM],0%,0%,6%,-3%,15%[57.1 µM]
CCN1CCN(Cc2coc3ccc(C)cc3c2=O)CC1,-11%,3%,0.4%,?,?,9%,12%,-5%,18%[57.1 µM]
Oc1ccccc1CNCc1ccccc1,-8%,0%,-1.0%,15%[57.1 µM],-11%,14%,-1%,-5%,5%[57.1 µM]
COc1cccc(Cn2c(=O)n(-c3cc(C)cc(C)c3)c(=O)c3oc4ccccc4c32)c1,7%,-2%,-0.5%,25%,9%,-5%,-24%,19%,14%
COc1cccc(OC)c1C(=O)Nc1c(C(=O)N2CCN(C)CC2)oc2ccccc12,-1%,-2%,-1.7%,16%,3%,3%,-39%,-25%,-2%
Cc1cccc(OCc2nnc(SCC(=O)N(C)C3CCCCC3)o2)c1,2%,-4%,-0.3%,-9%[57.1 µM],-17%,19%,11%,-14%,-5%[57.1 µM]
CCOc1ccc(C2C(C(N)=O)=C(C)Nc3nc(SCc4ccccc4)nn32)cc1 (stereo not given),-4%,0%,-1.9%,25%,-12%,-13%,26%,-12%,-2%
CCCCn1c(N)c(N(CC(C)C)C(=O)COC(=O)Cc2c(C)nc3ccccc3c2C)c(=O)[nH]c1=O,6%,-4%,-1.6%,4%,-3%,1%,-12%,-15%,-3%
Nc1ccc2c(c1)C(=Cc1cccnc1)c1ccccc1-2,-15%,-25%,.,9%[57.1 µM],-16%,4%,-38%,-20%,-5%[57.1 µM]
CCCCn1c(=NC(=O)c2ccc3c(c2)OCO3)c(C#N)cc2c(=O)n3cccc(C)c3nc21,10%,-3%,2.4%,11%[57.1 µM],?,6%,23%,-9%,40%
CC1(c2ccc(OCC(N)=O)cc2)NC(=O)NC1=O (stereo not given),4%,1%,-1.7%,-1%,0%,-7%,11%,-18%,-2%
O=C1OC(=O)C2C3CCC(O3)C12 (stereo not given),.,.,0.2%,15%[57.1 µM],.,.,17%[56.9 µM],.,10%[57.1 µM]

# (further entries)
SMILES,Vif-APOBEC3F blk,Vif-APOBEC3G blk,RXFP1 agonist,rTrxR1 inhibitor,12-LOX inh,mIDH1 inhibitor,RGS4 inhibitor,USP1 inh,TrxR1 substrate
Cc1ccc(CNC(=O)C2CCCN(c3nc(C)cc(C)n3)C2)cc1 (stereo not given),5%,1%,2.1%,5%,-17%,-6%,1%,-11%,-6%
CCCOc1ccc2[nH]cc(C(=O)O)c(=O)c2c1,-25%,0%,1.1%,-3%,35%[activator],7%,-23%,-10%,7%[57.1 µM]
O=C(CNC(=S)N(Cc1ccccc1Cl)C1CCCC1)NCCCN1CCOCC1,3%,1%,-1.1%,9%[57.1 µM],4%,-1%,-2%,-3%,-7%[57.1 µM]
COc1ccc(N(CC(=O)N2CCN(c3cc(C)ccc3C)CC2)S(=O)(=O)c2c(C)noc2C)cc1,3%&-3%,0%&1%,-0.2%&3.5%,13%&28%,2%&0%,7%&-15%,-2%&-11%,-15%&-38%,-7%&3%
COc1ccc(NC(=O)c2cc(F)cc(F)c2)cc1S(=O)(=O)N1CCCCC1,-5%,-1%,.,11%,-2%,-7%,13%,-15%,-2%
CCc1ccc(OCC(=O)N/N=C(\C)c2ccc(O)cc2O)cc1,3%,-9%,-1.1%,24%,6%,-3%,-8%,-15%,-5%
COc1ccc(NC(=O)c2cc(C)n(Cc3cccs3)c2C)cc1,-13%,?,-1.1%,-12%,0%,-6%,-4%,-7%,-1%
O=C(CCn1nnnc1CN1CCOCC1)N1CCC(c2ccccc2Cl)C1 (stereo not given),-11%,2%,4.2%,-14%,-2%,3%,-19%,-9%,4%
OCCN1CCN(Cc2ccc3ccccc3c2)CC1,1%,0%,2.2%,8%,?,-6%,-10%,-23%,-3%
CCSc1nnc(NC(=O)CSc2nc3c(c(=O)n2-c2ccccc2OC)SCC3)s1,-19%,2%,-0.6%,8%,-8%,14%,3%,-13%,-4%
CCC1CN(S(=O)(=O)c2cc(-c3cc(C)no3)ccc2C)c2cc(C)ccc2O1 (stereo not given),-2%,5%,-1.5%,26%[57.1 µM],-10%,0%,1%,-15%,2%[57.1 µM]
N#Cc1ccc(CN(Nc2ccccc2)c2ccccc2)cc1,-1%,0%,.,.,-15%,14%,.,-13%,.
CN(C)S(=O)(=O)Nc1ccc2c(c1)OCO2,-4%,-1%,0.4%,4%,10%,9%,-16%,-16%,4%
Cc1ccc(/C=N/c2sc3c(c2C(N)=O)CCCC3)o1,-16%,2%,0.0%,-11%,-28%,3%,-20%,-31%,0%
Cc1c(C(=O)N(C)C)c2ccc(Cl)cc2n1O,-9%,0%,-0.6%,-2%,-3%,-19%,21%,2%,-7%
COc1ccc(-c2nc(CSCC(=O)NCCc3ccc(OC)c(OC)c3)c(C)o2)cc1,5%,0%,-0.1%,7%,?,7%,-30%,-4%,6%
COc1cccc(-c2nnn(CC(=O)Nc3ccc(C)cc3C)n2)c1OC,-16%,-1%,1.8%,12%,-14%,9%,-22%,-6%,8%
O=C(CN1CCN(c2ccccn2)CC1)N1c2ccccc2Sc2ccc(C(F)(F)F)cc21,3%,-1%,2.5%,-10%,?,5%,3%,-11%,-13%
O=C(NNc1cccc(Cl)n1)c1ccc(Cl)nc1,-11%,1%,4.9%,17%[57.1 µM],-2%,9%,-12%,-11%,1%[57.1 µM]
Cc1cc([N+](=O)[O-])c(C)cc1-c1ccc(/C=N/n2cnnc2)o1,-7%,0%,0.3%,3%,?,-7%,4%,-21%,-2%
Cc1cc(C)c(S(=O)(=O)NC(CC(=O)O)c2cccc([N+](=O)[O-])c2)c(C)c1 (stereo not given),-9%,1%,-0.5%,-5%[57.1 µM],-1%,-3%,18%,-2%,-3%[57.1 µM]

# Screening results: PubChem, National Center for Advancing Translational Sciences (NCATS)

# Only part of the results is shown (hit frequency here may not be typical).
